Screens deposited in PubChem by Johns Hopkins Ion Channel Center.
CHT block: inhibitors of human choline transporter CHT; B-score at 10 µM; 310,000 tested, 0.86% active; CHT-expressing cells, membrane potential dye, choline response; stronger effect = lower value; Q9GZV3;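 active = B-score over 3 SD under the library average, and starting fluorescence ratio not unusually high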;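 note: choline stimulus applied at its EC90 after an EC20 pre-addition; B-score computed on integrated fluorescence ratio after choline addition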
CHT PAM: human CHT allosteric activation; 310,000 tested, 0.49% active; Q9GZV3; CHT-expressing cells, membrane potential dye, choline EC20; stronger effect = higher value; LV-AA mutant CHT in HEK293 cells; B-score at 10 µM;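 active = initial fluorescence not abnormally high and integrated response B-score, plate-corrected, over 3 SD above library mean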
Calls only; i = inactive. This is a subset; count on the stated rates, not on these rows.

SMILES	CHT block	CHT PAM
CC[C@@H]1C(=O)OC[C@@H]1Cc1cncn1C	i	i
